# High-throughput results deposited in PubChem BioAssay by National Center for Advancing Translational Sciences (NCATS).
# Lipid storage S3: qHTS Assay for Lipid Storage Modulators in Drosophila S3 Cells. Drosophila S3 cells, BODIPY lipid droplet fluorescence, 18-24 h; cells fed with added oleic acid. lipid storage change, negative = inhibition, % at the top dose, mostly 46.1 µM; hits show Potency in µM. actives 0.64% (n = 320,000); active = well fitted inhibition curve with a large enough effect in the signal ratio, with a control signal flat, not every such curve was filed as active; inconclusive = small, poorly fitted or top-dose-only effect, or effect the other way, or a change in a side signal; the % refers to the signal ratio
#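 Drosophila S3 cells loaded with oleic acid (400 uM, as added) and compounds at several concentrations; lipid droplets imaged by 488-nm laser-scanning cytometry, 500–530 nm intensity and object ratio to cell channel. Percent activity normalized to 20 uM Triacsin C.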
# Lipid storage S3 cell count max: second read-out of Lipid storage S3, no call of its own (marks repeat the call); cell number change, %; measured here: cell count max response;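 cells counted by Cell Tracker Red CMTPX staining in the red channel; peak over a dose series mostly up to 46.1 µM; percent activity relative to internal control wells on each plate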
# Active calls of the source: *; i = inactive; ? = inconclusive; / = not tested or not shown; [ ] = dose if it differs, or a comment. % is set by controls: 0 for no effect and ±100 for the full control effect; potency is the fitted concentration of half-maximal effect. Not all compounds are listed; count on the stated rates, not on these rows.
SMILES,Lipid storage S3,Lipid storage S3 cell count max
O=C(NC(=S)Nc1ccc(NC(=O)c2cccs2)cc1)c1ccco1,-9%,/
CC(C)C[C@H](NC(=O)c1nc[nH]c1C(=O)NCC(=O)OC(C)(C)C)C(=O)OC(C)(C)C,9%,1
COc1ccccc1NC(=O)NC1CC(=O)N(c2ccc3c(c2)OCCO3)C1 (stereo unspecified),?,/
CCOC(=O)N1CCN(C(=O)CSc2nnc(-c3cccc(Cl)c3)o2)CC1,i,/
COc1cc(/C=N/N=C2/NC(=O)C(CC(=O)O)S2)ccc1OCc1cccc(Cl)c1 (stereo unspecified),9%,-2
CC1=CC(=O)N(c2ccc(C)cc2)C1c1ccc(Cl)cc1 (stereo unspecified),?,/
COc1ccc(Cl)cc1NC(=O)CSc1nnc(CNC(=O)c2ccco2)o1,-2%,7
COc1ccc(-c2cc(C(F)(F)F)n3ncc(C(=O)NCc4ccco4)c3n2)cc1,?,/
O=C(CCn1ccc2cc(S(=O)(=O)N3CCCC3)ccc21)NCc1ccccc1F,?,/
O=C(NC1(C(F)(F)F)NC(=O)N(Cc2ccco2)C1=O)c1cccs1 (stereo unspecified),13%,11
CCCCNc1nc(=S)n(-c2ccccc2)c(C)c1C(C)=O,?,/
Cc1ccc(NC(=O)Nc2ccc3c(c2)nnn3C)cc1C,?,/

# Shown as labelled records: entries from further up.
O=C(NC1(C(F)(F)F)NC(=O)N(Cc2ccco2)C1=O)c1cccs1 (stereo unspecified)
  Lipid storage S3: 13%
  Lipid storage S3 cell count max: 11

CC(C)C[C@H](NC(=O)c1nc[nH]c1C(=O)NCC(=O)OC(C)(C)C)C(=O)OC(C)(C)C
  Lipid storage S3: 9%
  Lipid storage S3 cell count max: 1

O=C(CCn1ccc2cc(S(=O)(=O)N3CCCC3)ccc21)NCc1ccccc1F
  Lipid storage S3: ?
  Lipid storage S3 cell count max: /

O=C(NC(=S)Nc1ccc(NC(=O)c2cccs2)cc1)c1ccco1
  Lipid storage S3: -9%
  Lipid storage S3 cell count max: /

# Sorted by number of heavy atoms (low to high): part of the list above
SMILES,Lipid storage S3,Lipid storage S3 cell count max
CC1=CC(=O)N(c2ccc(C)cc2)C1c1ccc(Cl)cc1 (stereo unspecified),?,/
CCCCNc1nc(=S)n(-c2ccccc2)c(C)c1C(C)=O,?,/
CCOC(=O)N1CCN(C(=O)CSc2nnc(-c3cccc(Cl)c3)o2)CC1,i,/
COc1ccccc1NC(=O)NC1CC(=O)N(c2ccc3c(c2)OCCO3)C1 (stereo unspecified),?,/
COc1ccc(-c2cc(C(F)(F)F)n3ncc(C(=O)NCc4ccco4)c3n2)cc1,?,/

# Later entries:
SMILES,Lipid storage S3,Lipid storage S3 cell count max
COC(=O)C1=C(C(=O)OC)[C@@H]2Nc3ccccc3[C@@]23C[C@@H](C(=O)OC)N=C3N1,?,/
Cc1ccc(NC(=O)Cc2ccc(F)cc2)cc1,i,/
Cc1ccc(-c2cc(C(=O)NCCc3ccccn3)c3ccccc3n2)c(C)c1,-10%,-3
O=C(Nc1ccc(Cl)cc1)OC(CN1CCCCC1)C(F)(F)F (stereo unspecified),-25%,-6
COCCCN=C1NN=C(c2cc(C)n(Cc3ccccc3Cl)c2C)CS1,?,/
O=C(CSCc1ccc(Cl)cc1)N/N=C/c1ccc(Cl)cc1Cl,2%,-21
COc1ccc(C(CNC(=O)c2ccc(NS(=O)(=O)c3ccc(F)c(C)c3)cc2)N2CCOCC2)cc1 (stereo unspecified),1%[0.0737 µM],/
CC(O)Cc1cn(CC(=O)N2CCN(C(=O)OC(C)(C)C)CC2)nn1 (stereo unspecified),4%,14
Fc1cccc(CNCC2CCCO2)c1 (stereo unspecified),?,/
CC(=O)c1ccc(NC(=O)C2(c3ccccc3)CCOCC2)cc1,?,/
N#CC1=C2SCN(Cc3ccccc3)CN2C(=O)CC1c1cccs1 (stereo unspecified),?,/
COc1ccc(C(=O)C2CCN(C(=O)c3ccco3)CC2)cc1,?,/
COc1ccc2[nH]c3c(c2c1)CCN1C(=O)N([C@@H](C)C(=O)NCc2ccccc2OC)C(=O)[C@]31C,i,-28
CC(OC(=O)CNC(=O)c1ccc(Cl)c(Cl)c1)C(=O)N1CCOCC1 (stereo unspecified),?,/
Cc1cc(NC(=O)CSc2nnc(C3CC3)n2C)no1,?,/
CCCCCc1nnc(NC(=O)Cc2ccc([N+](=O)[O-])cc2)s1,-15%,-18
CS(=O)(=O)N1CCC(C(=O)NCC2CCCO2)CC1 (stereo unspecified),2.3µM*,-2.7*
Cc1ccc(N=Cc2sc(O)c3ccccc23)c(C)c1,i,/
CC(=NCC1CCCO1)C1=C(O)CC(C)(C)CC1=O (stereo unspecified),i,-8
CCCN(CCC)S(=O)(=O)c1ccc(C(=O)N2CCCc3ccccc32)cc1,i,14
COc1ccc(N2C(=O)c3cccc4cc(Br)cc(c34)C2=O)cc1,?,/
C=CCn1c(SCC(=O)N2CCCCC2)nc(O)cc1=O,?,/
O=C(Cc1cccs1)NCCc1ccc(F)cc1,?,/
Cc1nc2cc(NC(=O)NCc3ccco3)ccc2o1,i,/

# Pulled one by one from the list above:
SMILES,Lipid storage S3,Lipid storage S3 cell count max
COCCCN=C1NN=C(c2cc(C)n(Cc3ccccc3Cl)c2C)CS1,?,/
O=C(Cc1cccs1)NCCc1ccc(F)cc1,?,/

# More entries
SMILES,Lipid storage S3,Lipid storage S3 cell count max
CCC(C(=O)OCC(=O)Nc1cccc(OC)c1)c1ccccc1 (stereo unspecified),?,/
Cc1nc(-c2ccc(F)cc2)c(CC(=O)Nc2ccc(C)c(S(=O)(=O)N3CCOCC3)c2)s1,?,/
COC(C[C@@H](O)[C@@H](C)[C@@H](O)COCc1ccccc1)OC,-6%,7
COc1cc(/C=C2/NC(=O)N(Cc3ccccc3F)C2=O)cc(OC)c1OC,2%,8
CCc1cc(C(=O)Cc2cnn(-c3ccccc3)c2)c(O)cc1O,?,/
Cc1cccc(NC(=O)c2ccc3c(c2)C(=O)N(c2ccccn2)C3=O)c1C,13%,19
Cc1cccc(C(=O)Nc2nnc(-c3cccnc3)o2)c1,0%,14
Cc1ccc(-c2nc(CS(=O)CC(=O)NC3CCCCC3)c(C)o2)cc1 (stereo unspecified),?,/
O=C(CCc1ccc(Oc2cc([N+](=O)[O-])cc([N+](=O)[O-])c2)cc1)N1CCCCC1,?,/
O=C(CC(NC(=O)c1ccccc1Cl)c1ccccc1)NC1=NCCS1 (stereo unspecified),?,/
CCOc1cc(/C=C2/COc3ccccc3C2=O)ccc1OCC(=O)N(C)C,?,/
COc1cc(C(=O)Nc2nccs2)ccc1OCc1c(C)noc1C,?,/
Cc1ccc(C(=O)/C=C/Nc2ccc(S(=O)(=O)Nc3cc(C)nc(C)n3)cc2)cc1,?,/
O=C(CCC1CCCN(C(=O)c2ccc(F)c(F)c2)C1)N1CCN(c2ccccn2)CC1 (stereo unspecified),?,/
COC(=O)CC1SCCNC1=O (stereo unspecified),?,/
CCCn1c(SCC(N)=O)nnc1C(C)C,-9%,-1
CC(=O)N1CCOc2ccc(S(=O)(=O)NCC3CCC(C(=O)Nc4ncccc4C)CC3)cc21 (stereo unspecified),?,/
COc1ccc(-c2cc(C(=O)N(C)Cc3cccc(OC)c3OC)c3ccccc3n2)cc1OC,?,/
C/C(=N\Nc1cc(C)nc(-c2ccccc2O)n1)c1ccccc1,-2%,-14
O=C(COC(=O)c1ccc(S(=O)(=O)NCc2ccco2)cc1)NCc1ccc(F)cc1,?,/
CC(C)CCc1noc(CN(CC2CCC2)CC2CCCO2)n1 (stereo unspecified),19%,16
COc1cc(OC)nc(S(C)(=O)=O)n1,?,/
CCOC(=O)c1cc(S(=O)(=O)Nc2ccc(F)cc2F)cn1C,12%,/
COC(=O)COc1c(Cl)cc(C(c2c(C)[nH][nH]c2=O)c2c(C)[nH][nH]c2=O)cc1OC,21%,-11
COc1ccc(NC(=O)CSc2ccccc2)cc1S(=O)(=O)N1CCOCC1,18%,/
CCCCC(=O)Nc1ccc(NC(=O)c2ccc(C)c([N+](=O)[O-])c2)cc1OC,?,/
COCCc1nnc(NC(=O)C23CC4CC(CC(C4)C2)C3)s1,0%,-4
Cc1ccccc1NC(=O)c1c(-c2ccccc2)noc1C,?,/
Cc1sc2nc(SCC(=O)NCc3ccco3)n(CCc3ccccc3)c(=O)c2c1C,?,/
O=C(CN(C1CCCCC1)S(=O)(=O)c1ccccc1)NCC1CCCO1 (stereo unspecified),18%,15
COc1ccc(C(C)=O)cc1CN1C(=O)NC2(CCCCC2)C1=O,?,/
Cc1nn(-c2ccccc2)c(C)c1/C=C1\C(=O)N(C)C(=S)N1C,?,/
CCc1ccc(N(CC(=O)Nc2ccc(OC)cc2OC)S(C)(=O)=O)cc1,?,/
COc1ccc(C)cc1NC(=O)COC(=O)CCC(=O)c1cccs1,?,/
C=CCc1cccc(OC)c1OCCOCCNCCO,?,/
COc1cccc(OC)c1C(=O)Nc1ccc(C)cc1C(=O)c1ccccc1,14%,0
O=C(NC1CCN(Cc2ccccc2)CC1)c1ccccc1OCc1ccccc1Cl,?,/
COc1ccc(N2CCN(C(=O)CN3C(=O)c4ccccc4S3(=O)=O)CC2)cc1,i,-10
CCOC(=O)c1c(CSc2ccccc2)oc2cc(Br)c(O)c(CN(C)C)c12,-8%,-5
O=C(COC(=O)c1cnccn1)Nc1cccc2ccccc12,?,/
Cc1ccc(NC(=O)c2cc([N+](=O)[O-])ccc2NCc2cccnc2)cc1,-3%,-4
O=C(CCn1c(=S)oc2ccccc21)Nc1cccc(O)c1,?,/
CC(C)(CNC(=O)CNC(=O)c1ccc(Cl)cc1Cl)N1CCOCC1,i,/
O=[N+]([O-])c1cccc(C(O)C23CN4CN(CN(C4)C2)C3)c1 (stereo unspecified),?,/
COc1cc(/C=N/N=C2/NC(=O)C(c3ccccc3)S2)ccc1O (stereo unspecified),?,/
CN(CC(=O)Nc1cccc(F)c1)C(=O)c1ccc(NC2CC2)c([N+](=O)[O-])c1,?,/
CC(=O)Nc1ccc(S(=O)(=O)NCCC(=O)NCc2ccncc2)cc1,?,/
CC1CCN(S(=O)(=O)c2ccc3c(c2)oc(=O)n3CC(=O)N2c3ccccc3CC2C)CC1 (stereo unspecified),-2%[9.22 µM],-4
Fc1cccc(F)c1-n1c(CN2CCOCC2)csc1=S,?,/
O=C(c1cc2ccccc2oc1=O)N1CCN(Cc2ccc3c(c2)OCO3)CC1,?,/
COc1c(N2CCN(C(=S)Nc3ccccc3)C(C)C2)c(F)cc2c(=O)c(C(=O)O)cn(C3CC3)c12 (stereo unspecified),?,/
Cc1cccc(NC(=O)CSCC(=O)Nc2ccc(S(=O)(=O)N3CCOCC3)cc2)c1,?,/
O=CN1CCN(C(=O)c2cccc([N+](=O)[O-])c2)CC1,?,/
CNC(=O)c1cn(-c2ccc(Cl)cc2)c(=O)c2ccccc12,?,/
O=C(CN(c1ccc(F)cc1)S(=O)(=O)c1ccccc1)NC1CCCCCC1,?,/
O=C1NC(=O)/C(=C/c2cccc(O)c2)N1,7%,8
FC(F)(F)c1cccc(CON=C2CCN(c3ncc(C(F)(F)F)cc3Cl)CC2)c1,?,/
CCOc1ccc(C2C3=C(CCCC3=O)OC(N)=C2[N+](=O)[O-])cc1 (stereo unspecified),1%,5
Cc1ccccc1CN1CCN(C(=O)c2ccc(F)cc2)CC1,?,/
O=C(Cn1nc(CNc2ccc(Cl)cc2)[n+]2c1CCCCC2)c1ccc(Cl)cc1,?,/
# Carrying on.
SMILES,Lipid storage S3,Lipid storage S3 cell count max
CC(C)(C)c1ccc(S(=O)(=O)Nc2ccc3c(c2)COC3=O)cc1,?,/
COc1ccc(C(=O)NC(C)c2ccc(-n3ccnc3)cc2)cc1S(=O)(=O)N1CCOCC1 (stereo unspecified),?,/
O=c1c2cccnc2[nH]c(=S)n1CCC1=CCCCC1,?,/
O=C(c1ccc(Cl)c(S(=O)(=O)N2CCCCCC2)c1)N1CCCC1,-12%,-3
CC(=O)Nc1sc2c(c1C(c1ccccn1)N1CCN(C)CC1)CCCC2 (stereo unspecified),?,/
Cc1nc(-c2ccc(C(=O)Nc3cc(S(N)(=O)=O)ccc3C)cc2)cs1,?,/
C=CCN1C(=O)c2ccc(C(=O)NCCc3ccc(OC)c(OC)c3)cc2C1=O,?,/
CC1(C)CC(=O)C=C(c2cccc(O)c2)C1=O,?,/
CC1=C(C(N)=O)C(c2ccccn2)n2nc(-c3ccccc3Cl)nc2N1 (stereo unspecified),i,/
C=CCn1c(-c2cc(OC)c(OC)c(OC)c2)n[nH]c1=S,?,/
Cc1noc2ncnc(Oc3ccccc3)c12,i,/
Cc1ccc(NNC(=O)C(O)(c2cccc(C(F)(F)F)c2)c2cccc(C(F)(F)F)c2)cc1,?,/
Cn1c(=O)c2c(ncn2CC(=O)OCC(=O)Nc2ccc(Cl)cc2Cl)n(C)c1=O,?,/
N#CCCN1CCN(S(=O)(=O)c2ccc(S(=O)(=O)NC3CCCCC3)cc2)CC1,17%,4
Cn1nc(C(=O)NCc2ccccc2)cc1C(=O)NCc1ccccc1,?,/
CCCCN1CC(=O)N2[C@H]3c4cc(C)ccc4OC[C@@H]3[C@H](C(=O)OCC)[C@]2(C)C1=O,?,/
COc1ccc(N2C(=O)CC(Nc3cccc(C(C)=O)c3)C2=O)cc1OC (stereo unspecified),i,/
COc1cccc(OCc2cc(C(=O)N3CCC(C(O)C(C)C)CC3)no2)c1 (stereo unspecified),i,20
COc1ccc(C(=O)NC2CC(C)(C)Cc3c2cnn3-c2ccccc2C)c(OC)c1OC (stereo unspecified),?,/
